High-throughput results (PubChem)
AMA1 RON2 block: qHTS for Inhibitors of AMA1-RON; Towards Development of Antimalarial Drug Lead: Primary Screen. Plasmodium falciparum AMA1 (3D7) - RON2 peptide interaction. AlphaScreen AMA1-biotinylated RON2 peptide binding. Potency, µM (doses to about 58.2 µM), for the others: top-dose activity change, negative = inhibition, hits mostly inhibitors. 360,000 tested, 0.2% active. AID 720542, 2013;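 also: potency is read from the fitted curve at half-maximal effect; 0% = vehicle wells and -100% = peptide control; nearly all actives have a fitted effect of over 45% in size; some results filed as inactive show a strong effect at the top dose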
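AMA1 (3D7) with his tag at 25 nM final met compounds first, then biotinylated RON2 peptide at 25 nM; detection used donor plus acceptor beads, 10 µg/mL apiece, read by AlphaScreen after 30 min at room temperature.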
HCMV antiviral: qHTS Assay for inhibitors of the human cytomegalovirus (HCMV) | HFF cells, HCMV-luciferase reporter, 72 h; hits give low values | activity change, negative = inhibition, % at 57.5 µM | 410,000 tested, 4.5% active | AID 1259415, 2018; in the data active = activity change below about -60%; inconclusive = no clear call, values can overlap the other calls; inactive = above about -39%; also: % is scaled to controls: 0 for no effect and ±100 for the full control effect
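Steps: HFFs plated, 16 h 37C; compounds added; HCMV-luciferase added to MOI 1 PFU/cell; 72 h 37C; OneGlo reagent, 5 min room temperature; luminescence read, normalized to controls.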
Shiga inhibitor: A qHTS for Small Molecule Inhibitors of Shiga Toxin | AID 2315, 2010 | Vero cells, Shiga toxin protein synthesis inhibition reporter | inhibition, % at 38.7 µM | 290,000 tested, 9.2% active; in the data active = inhibition mostly above about 28%, no sharp cut-off; inactive = mostly below about 43%; also: 0% is about no effect
FBPA Giardia inh: qHTS Assay for Inhibitors of Fructose-1,6-bisphosphate Aldolase from Giardia Lamblia | A8B2U2 | purified Giardia FBPA | Potency, µM (doses to about 59.6 µM), without a hit: at the highest dose activity, negative = inhibition, hits mostly inhibitors | 290,000 tested, 0.71% active | AID 2451, 2010; also: potency is read from the fitted curve at half-maximal effect; % is scaled to controls: 0 for no effect and ±100 for the full control effect; nearly all actives have a fitted effect of over 55% in size
Target sequence (A8B2U2 whole entry, looked up): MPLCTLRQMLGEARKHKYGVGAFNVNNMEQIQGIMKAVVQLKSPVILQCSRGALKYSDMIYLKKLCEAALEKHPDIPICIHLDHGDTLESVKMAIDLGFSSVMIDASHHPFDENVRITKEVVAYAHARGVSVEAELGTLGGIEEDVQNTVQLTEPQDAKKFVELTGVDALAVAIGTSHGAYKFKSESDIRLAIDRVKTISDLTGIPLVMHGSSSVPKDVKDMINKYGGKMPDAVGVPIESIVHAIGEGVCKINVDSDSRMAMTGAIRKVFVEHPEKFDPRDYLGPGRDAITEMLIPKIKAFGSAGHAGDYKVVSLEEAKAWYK
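40 nM FBPA preincubated 10 min at RT with compound (up to 57.5 uM final), then substrate plus GAPDH/TPI/NAD/arsenate coupling and diaphorase/resazurin added. Fluorescence read after 20 min at RT, 525/598 nm.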
AmpC inh no detg: qHTS Inhibitors of AmpC Beta-Lactamase (assay without detergent); AmpC nitrocefin hydrolysis, absorbance 480 nm, 0.0001% Triton; 330,000 tested, 0.52% active; AID 485341, 2010; P00811; Potency, µM (doses to about 57.1 µM), for the others: top-dose activity change, negative = inhibition, actives largely listed as inhibitors;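 also: potency is read from the fitted curve at half-maximal effect; plate controls were no compound for no effect and no enzyme for full effect; nearly all actives have a fitted effect of over 20% in size; some results filed as inactive show a strong effect at the top dose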
Target sequence (P00811 whole entry, looked up): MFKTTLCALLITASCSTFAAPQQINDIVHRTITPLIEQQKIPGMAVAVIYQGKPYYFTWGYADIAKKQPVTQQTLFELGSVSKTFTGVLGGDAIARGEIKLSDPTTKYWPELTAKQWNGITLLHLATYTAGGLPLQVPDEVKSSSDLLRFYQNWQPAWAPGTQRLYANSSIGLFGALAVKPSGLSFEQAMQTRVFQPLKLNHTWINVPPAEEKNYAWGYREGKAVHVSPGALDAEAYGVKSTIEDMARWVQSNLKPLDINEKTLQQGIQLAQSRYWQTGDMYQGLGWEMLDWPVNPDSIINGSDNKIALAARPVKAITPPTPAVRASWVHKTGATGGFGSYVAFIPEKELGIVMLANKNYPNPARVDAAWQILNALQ
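20 mM phosphate pH 7.0 + 0.01% (detergent screen) or 0.0001% Triton X-100; 5.3 nM AmpC reagent; cpd preinc 15 min RT; nitrocefin (800 uM stock) to start; A480 q20 s × 4 min; Activity was normalised to no-enzyme and no-compound control wells.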
AmpC inh detg: qHTS Inhibitors of AmpC Beta-Lactamase (assay with detergent); P00811; AmpC hydrolysis of nitrocefin, absorbance 480 nm, 0.01% Triton; Potency, µM (series often up to 114 µM), without a hit: top-dose activity change, negative = inhibition, hits mostly inhibitors; 370,000 tested, 0.041% active; AID 485294, 2010;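 also: potency is read from the fitted curve at half-maximal effect; 0% = no-compound wells and -100% = no-enzyme wells; nearly all actives have a fitted effect of over 25% in size; some results filed as inactive show a strong effect at the top dose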
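20 mM phosphate pH 7.0 + 0.01% (detergent screen) or 0.0001% Triton X-100; 5.3 nM AmpC reagent; cpd preinc 15 min RT; nitrocefin (800 uM stock) to start; A480 q20 s × 4 min; Activity was normalised to no-enzyme and no-compound control wells.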
CHX counter: Cycloheximide Counterscreen for Small Molecule Inhibitors of Shiga Toxin. cell reporter, cycloheximide protein synthesis inhibition counterscreen. 300,000 tested, 12% active. max response, %; in the data active = max response mostly above about 13%, no sharp cut-off; inactive = mostly below about 14%; also: read at 38.3 µM for the half of the compounds with a filed dose; 0% is about no effect
Starred values were filed as active, the others as inactive; ? = inconclusive; · = no result given; [ ] = remark or other dose. Unless noted, calls follow the shape of the dose curve; as a rule, active = well fitted curve in the direction sought with a large enough effect; inconclusive = small, poorly fitted or top-dose-only effect, or another doubt; inactive = no such curve, though single readings can be large; an effect the other way counts as inactive or inconclusive.

Results follow in this order: HCMV antiviral	AmpC inh detg	AMA1 RON2 block	Shiga inhibitor	AmpC inh no detg	CHX counter	FBPA Giardia inh
CCN(CCS(=O)(=O)c1ccc(Cl)cc1)C(=O)Nc1ccc(Cl)cc1
 : -22	-5%	-2%	11	-8%	8	0%
CCOc1ccc(OCCC(=O)OCC(=O)c2c(N)n(C)c(=O)n(C)c2=O)cc1
 : 5	-10%	0%	·	30%	·	·
Cc1nnc(SCC(=O)N2CCCC(N3CCN(c4ccc(F)cc4)CC3)C2)o1 (stereo unspecified)
 : 12	?	7%	7	11%	-1	-10%
Cc1ccc(-c2ccc(C(=O)O)o2)cc1Cl
 : -24	-10%	-2%	38	-16%	16*	24%
Cc1cc(C)nc(SCCn2c(N3CCOCC3)nc3c2c(=O)[nH]c(=O)n3C)n1
 : 33	-1%	-18%	-14	-12%	-1	-2%
N#Cc1ccc(Oc2nc(C(N)=O)cc(-c3ccccc3)n2)cc1
 : 7	-15%	-14%	23	-10%	1	·
Cc1ccc(NC(=O)C(C)OC(=O)COc2cccc(C(F)(F)F)c2)cc1 (stereo unspecified)
 : -24	-22%	8%	·	10%	·	·
CSc1ccccc1C(=O)NC(C)c1ccc(-n2ccnc2)cc1 (stereo unspecified)
 : -12	4%	10%	-20	0%	9	·
COc1cccc(N2CC34C=CC(O3)C(C(=O)O)C4C2=O)c1 (stereo unspecified)
 : 10	-3%	-12%	40	-27%	19	5%
COc1ccc(N(CC(=O)NC2CCCC2)C(=O)Cn2nnc(-c3ccc(OC)c(OC)c3)n2)c(OC)c1
 : -15	-7%	-9%	-10	103%[activator]	-3	1%
COc1ccc(NC(C)C(=O)Nc2cc(C(F)(F)F)ccc2N2CCOCC2)c(OC)c1 (stereo unspecified)
 : -14	?	-29%	15	130%[activator]	2	-6%
C/C(=N\NC(=O)C(=O)Nc1ccc(C)c(Cl)c1)c1ccncc1
 : -29	?	19%	-2	-20%	1	-5%
COc1ccc([C@H]2CC(=O)C=C(c3ccc4c(c3)OCO4)C2)cc1
 : ?	3%	-7%	·	-11%	·	·
Cc1sc2ncnc(N3CCC(C(=O)Nc4ccc(Cl)cc4Cl)CC3)c2c1C
 : -20	-1%	-12%	·	-20%	·	·
CCOc1ccc(OCC)c(NC(=O)CCS(=O)(=O)c2ccc(C)cc2)c1
 : 8	-12%	0%	-4	9%	-3	8%

A different layout for three compounds above:
structure	HCMV antiviral	AmpC inh detg	AMA1 RON2 block	Shiga inhibitor	AmpC inh no detg	CHX counter	FBPA Giardia inh
N#Cc1ccc(Oc2nc(C(N)=O)cc(-c3ccccc3)n2)cc1	7	-15%	-14%	23	-10%	1	·
Cc1ccc(NC(=O)C(C)OC(=O)COc2cccc(C(F)(F)F)c2)cc1 (stereo unspecified)	-24	-22%	8%	·	10%	·	·
CSc1ccccc1C(=O)NC(C)c1ccc(-n2ccnc2)cc1 (stereo unspecified)	-12	4%	10%	-20	0%	9	·

Other structures follow.
Results follow in this order: HCMV antiviral	AmpC inh detg	AMA1 RON2 block	Shiga inhibitor	AmpC inh no detg	CHX counter	FBPA Giardia inh
CC(=O)/C(=N\Nc1cccc(Cl)c1)Sc1cccc2cccnc12
 : 26	-7%	24%	2	-25%	0	-10%
COc1ccc(NC(=S)NC2CCCC2)c(OC)c1
 : 25	-20%	-24%	10	-25%	10	-15%
C/C(=N\NC(=O)c1cccc([N+](=O)[O-])c1)c1ccco1
 : 24	2%	2%	50*	-21%	15*	-7%
CCOC(=O)c1c(NC(=O)c2cccs2)sc(C(=O)N(C)C)c1C
 : -21	-2%	15%	-16	35%	-1	3%
CCOc1ccc(N2C(=O)NC(=O)/C(=C\c3ccc(N4CCCCC4)o3)C2=O)cc1
 : 3	-8%	3%	32	-5%	2	-3%
Cc1ccc(N2C(=O)NC(NS(=O)(=O)c3ccc(C)cc3)(C(F)(F)F)C2=O)cc1 (stereo unspecified)
 : -15	4%	10%	-4	-15%	-5	·
CCCC(=O)NC(c1ccccc1)c1ccc2cccnc2c1O (stereo unspecified)
 : -102*	-3%	-77%	·	-13%	10	?
O=C(/C=N/O)Nc1ccccc1
 : -18	-9%	0%	-12	-2%	-2	4%
COC(=O)C1CCN(C(c2ccc(OC)c(OC)c2)c2sc3nc(C)nn3c2O)CC1 (stereo unspecified)
 : 20	?	2%	-4	15%	0	-1%
CCOc1cc2c(cc1OCC)-n1cccc1C(c1ccccc1O)NC2 (stereo unspecified)
 : 56	4%	-18%	-11	32%	4	-27%
Cc1ccc(C(=O)N/C(=C\c2ccccc2)C(=O)NCc2cccnc2)cc1
 : -36	3%	-15%	-7	-16%	15	8%
Cc1ccc(C)c(N2N=C(C(=O)Nc3ccc(S(=O)(=O)N4CCCC4)cc3)CCC2=O)c1
 : 13	7%	-5%	-6	91%[activator]	-5	-7%
Cc1ccc(C)c(NC(=O)CCc2ccc(S(=O)(=O)NC3CCCCC3)cc2)c1
 : 22	-2%	-3%	-10	-22%	-2	2%
CCC1CCCCN1S(=O)(=O)c1ccc(NC(=O)c2cccnc2)cc1 (stereo unspecified)
 : -12	4%	-7%	-7	78%[activator]	22	·
Cc1cc(Nc2ccc(C)c(C)c2)c2ccccc2n1
 : -63*	?	-9%	-8	-17%	-5	0%
NS(=O)(=O)c1ccc(NC(=S)NC(=O)c2ccc3c(c2)OCO3)cc1
 : -24	1%	10%	-7	-1%	-3	?
COc1ccc2cc3cc(C(=O)N4CCN(c5ccccn5)CC4)oc3nc2c1
 : 33	-11%	-1%	-7	-17%	2	5%
CN1CCN(S(=O)(=O)c2ccc(NC(=O)COc3ccccc3)cc2)CC1
 : -36	-3%	13%	44	-1%	-1	1%
CCNC(=O)N1CCC(n2nccc2NC(=O)CCCc2ccccc2)CC1
 : -1	-3%	3%	-16	2%	2	·
CCOc1ccc(C(=O)NC2CCN(C(=O)Nc3ccc(F)cc3)CC2)cc1
 : -14	-8%	2%	-8	-18%	-13	-9%
Cc1occc1C(=O)NNS(=O)(=O)c1ccc([N+](=O)[O-])cc1
 : ?	4%	-23%	4	1%	-3	-9%
O=C(NCc1ccc2c(c1)OCO2)C1CCCN1S(=O)(=O)c1ccc(F)cc1 (stereo unspecified)
 : 0	0%	0%	-4	-5%	-2	5%
COC(=O)CNC(=O)CSc1nnc(C)c(=O)[nH]1
 : 40	-7%	7%[11.6 µM]	2	-10%	4	-10%
Cc1cccc(Nc2nc(C)nc3c2oc2ccccc23)c1
 : 69	7%	-17%	42	45%	19*	-30%
COc1cc(OC)c(C2N(c3ccc(Cl)cc3)C(=O)C3CCCN32)cc1OC (stereo unspecified)
 : -20	?	-6%	-10	-2%	-2	-11%
O=C(CCS(=O)(=O)c1ccccc1)N1CCN(c2cccc(C(F)(F)F)c2)CC1
 : -31	1%	-11%	12	-9%	14	·
C=CCC[C@H](Cc1ccc(F)cc1)C(=O)OC[C@@H](NC(=O)[C@@H](CC=C)CC(=O)N(CCO)Cc1ccccc1)C(C)(C)C
 : 11	·	61%[activator]	·	134%[activator]	·	·
CCSc1nnc(NC(=O)c2cnccn2)s1
 : ·	-11%	93%[activator]	-3	-9%	-1	1%
COCc1nnc(NC(=O)c2ccc(S(=O)(=O)N(C)Cc3ccccc3)cc2)o1
 : -18	-7%	87%[activator]	-12	-23%	-4	-22%
Cc1ccc(C(=O)NCC(=O)OCC(=O)NC2CCCC(C)C2C)s1 (stereo unspecified)
 : -30	-14%	-4%	-9	-5%[11.4 µM]	-2	1%
Cc1cccnc1-n1c(-c2ccco2)nc2ccccc2c1=O
 : 16	?	-7%	7	-3%	-4	-23%
COC(=O)CSc1nc2ccc(N)cc2s1
 : 22	-4%	-8%	25	-25%	19*	?
CC1(C)CC2(CCO1)CNC(=O)O2 (stereo unspecified)
 : 22	-11%	22%	-6	-4%	-7	2%
O=[N+]([O-])c1cc(S(=O)(=O)N2CCOCC2)ccc1NS(=O)(=O)c1ccccc1
 : -19	·	22%	·	-18%	·	·
O=C(Nc1ccc(C(=O)Nc2ccccc2Cl)cc1)c1cccnc1
 : -16	-5%	3%	29*	-11%	19*	·
O=C(NNC(=S)Nc1ccccc1Cl)c1ccccc1
 : 142	?	33%[activator]	78*	-14%	43*	?
O=C(CCCCn1c(=O)[nH]c2ccsc2c1=O)NCCc1ccccc1
 : -25	8%	-10%	21	-10%	22	4%
Cn1cc(CN2CCC(C(=O)Nc3cccc(-c4cscn4)c3)CC2)cn1
 : ?	-16%	-6%	-7	-13%	8	9%
CCOC(=O)N1CCC(Nc2nc(OC)nc(OC)n2)CC1
 : -2	?	27%	-2	-12%	-6	4%
CCN(CC(=O)Nc1c(F)cccc1F)C(=O)/C=C/c1ccc(Br)s1
 : -17	0%	4%	·	-1%	·	·
CN(C(=O)COC(=O)c1ccc2c(c1)OCO2)C1CCCCC1
 : 29	·	31%[activator]	·	-14%	·	·
CCN(CC(=O)Nc1ccccc1C(F)(F)F)C(=O)c1cc(-c2ccccc2)nn1-c1ccccc1
 : -14	-21%	-4%	·	65%[activator]	·	·
OC(CNCc1ccccc1)Cn1ccc2ccccc21 (stereo unspecified)
 : -6	1%	-25%	-17	18µM*	-6	-13%
O=C1c2ccccc2C(=O)N1CCCc1c[nH]c2ccccc12
 : 0	-14%	-21%	21	-9%	17*	-7%
Cc1ccccc1C(=O)N1CCN(c2ccc(NC(=O)c3ccc4c(c3)OCCO4)cc2)CC1
 : -89*	1%	-24%	-4	63%[activator]	-1	12%
O=C(NC1CCCC1)C1CCC(=O)N1C1CCCC1 (stereo unspecified)
 : 15	2%	17%	-34	-3%	-5	1%
O=C(Nc1cc(C(F)(F)F)ccc1N1CCOCC1)c1cccnc1Cl
 : -25	?	1%	-13	7%	8	-12%
O=C(NCC1CC1)c1ccc(Nc2nc3ccc(Br)cc3[nH]2)cc1
 : -22	0%	-13%	-38	-41%	-2	4%
